GPR55 antagonists: GPR55 antagonists blocking LPI-driven arrestin recruitment, primary screen, imaging, U2OS, beta-arrestin-GFP, LPI agonist (AID 2013). U2OS GPR55 beta-arrestin-GFP translocation imaging, LPI antagonism; higher % means a stronger effect. inhibition, % at 10 µM; hits with a dose series show IC50 in µM. hit rate 0.13% among 290,000;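 active means spots per cell inhibited over 60%, with over 100 cells counted and total cytoplasm intensity under 500,000; inconclusive means wells with under 100 cells, flagged as likely toxic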;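 further: U2OS cells stably carrying GPR55 and arrestin-GFP stimulated by 5 µM LPI near EC80; imaged beta-arrestin-GFP aggregate spots per cell after agonist stimulation; plate controls were LPI-stimulated DMSO wells for no effect and DMSO wells without LPI for full effect; some results filed as inactive read as strong as hits; confirmed hits need IC50 under 10 µM and bright autofluorescent wells are also inconclusive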
Myeloid diff MLP: promotes myeloid progenitor differentiation; hit rate 1% among 360,000; calls only at 10 µM; AID 624256; ER-HoxA9 myeloid progenitors, lysozyme-GFP differentiation, flow cytometry;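 active means normalized GFP-positive differentiation at or above the plate's own cutoff, the solvent-only control mean plus 3 SD; inconclusive means no clear call, values can overlap the other calls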;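 further: cells exposed to compound for four days before flow analysis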
HEK293 NOD2/NF-kB: inhibition of NOD2-driven NF-kB reporter – cell-based, luminescence, uHTS, HEK293 (AID 1566); HEK293 NOD2/NF-kB luciferase reporter, luminescence; higher % means a stronger effect; one-dose inhibition, % at 4 µM; EC50 in µM for titrated hits; hit rate 0.63% among 290,000; further: many of its hits are not listed in these tables
GPR55 beta-arrestin: GPR55 agonists via beta-arrestin recruitment, primary screen, imaging, U2OS cells, beta-arrestin-GFP redistribution (AID 1961); U2OS GPR55 beta-arrestin-GFP redistribution imaging; higher % means a stronger effect; hit rate 0.048% among 290,000; activation, % at 10 µM, or EC50 in µM where a hit was titrated;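 active means activation above 40% with more than 50 cells counted in the well; inconclusive means wells holding fewer than 50 cells, flagged as toxic or sparse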;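 further: U2OS osteosarcoma cells stably expressing GPR55 and beta-arrestin-GFP; plate controls were DMSO negative control for no effect and LPI positive control for full effect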
KOR beta-arrestin-1: KOR antagonists, beta-arrestin recruitment, cell-based, luminescence, uHTS (AID 1778) | KOR beta-arrestin recruitment, luminescence, antagonist mode; higher % means a stronger effect | one-dose inhibition, % at 10 µM; IC50 in µM for titrated hits | hit rate 0.091% among 290,000; further: strong numbers were not always called active
NTR1 agonist: agonists of NTR1, primary screen, imaging, U2OS cells, beta-arrestin-GFP, high content (AID 493036). activation, % at 20 µM. hit rate 0.17% among 330,000. P30989. NTR1-U2OS beta-arrestin-GFP spot imaging, agonist mode;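 active means activation at or above 40% of the spot to cytoplasm intensity ratio, with at least 20 cells analyzed; inconclusive means wells under 20 cells, flagged as cytotoxic or low count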;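 further: 0% = DMSO without peptide and 100% = 100 nM NTR1 peptide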
Target sequence (P30989 whole entry, looked up): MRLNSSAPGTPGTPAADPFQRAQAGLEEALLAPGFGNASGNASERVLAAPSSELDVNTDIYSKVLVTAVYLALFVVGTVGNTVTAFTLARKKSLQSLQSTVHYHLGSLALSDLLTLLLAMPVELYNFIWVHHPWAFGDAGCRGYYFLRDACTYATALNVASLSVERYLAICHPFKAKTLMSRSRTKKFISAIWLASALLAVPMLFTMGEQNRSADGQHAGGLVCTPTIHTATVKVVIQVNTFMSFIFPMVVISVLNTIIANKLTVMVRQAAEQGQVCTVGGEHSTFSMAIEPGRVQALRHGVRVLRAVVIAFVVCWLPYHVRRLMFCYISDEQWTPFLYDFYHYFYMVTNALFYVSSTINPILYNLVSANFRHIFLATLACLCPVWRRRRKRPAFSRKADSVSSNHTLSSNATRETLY
T cell modulator: T cell immune modulators affecting CD8 T cell-vesicle binding. 2C CD8+ T cell-vesicle binding, flow cytometry; hits give low values. calls only at 7 µM. hit rate 0.068% among 330,000;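 active means response, share of CD8 T cells binding vesicles, and their 90th percentile fluorescence all below set limits, cut at about 80% in these data, passing the limit was not always enough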
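Assay system: 2C TCR transgenic mouse naive CD8+ T cells, MACS-purified | Read-out: CD8+ gate FL2 mean fluorescence as % of same-row positive control | Signal: High-throughput flow cytometry with anti-B7-1 and anti-CD8 staining | Timing: Binding step 1.5 h, 37 °C, antibody labelling 20 min, ice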
NOD1 NF-kB reporter: inhibition of NOD1-driven NF-kB reporter – cell-based, luminescence, uHTS, primary screen (AID 1578); NOD1-driven NF-kB luciferase reporter cells, luminescence; higher % means a stronger effect; inhibition, % at 4 µM, or EC50 in µM where a hit was titrated; hit rate 1% among 290,000; in the data active means inhibition mostly above about 36%, no sharp cut-off; inactive means mostly below about 34%;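 further: HEK-293T reporter cells stimulated with the NOD1 agonist gamma-tri-DAP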
KOR beta-arrestin-2: kappa opioid receptor activators – cell-based, luminescence, uHTS, primary screen (AID 1777); KOR beta-arrestin recruitment, luminescence; higher % means a stronger effect; activation, % at 10 µM; hits with a dose series show EC50 in µM; hit rate 0.02% among 280,000; in the data active means activation above about 50%, passing the limit was not always enough; further: a part of the inactive calls stands beside numbers as strong as those of hits
T cell modulator vesicle-bound %: second read-out of T cell modulator, no call of its own (marks repeat the call); double positive events, %; measured here: CD8+ vesicle-bound cell fraction;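 binding gate set so that unloaded-vesicle control wells show 10% double positive cells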
NTR1 agonist cell count 20 µM: recorded beside NTR1 agonist, whose call it bears; cell count; measured here: cell count, cytotoxicity flag
Myeloid diff MLP GFP+ MAC1+ %: second read-out of Myeloid diff MLP, no call of its own (marks repeat the call); GFP+ MAC1+ double positive, %; measured here: differentiation confirmed by MAC1 staining
Starred values were filed as active, the others as inactive; i = inactive; ? = inconclusive; / = not tested or not shown; & = joins results of further samples; [ ] = another dose, or the depositor's remark. Unless noted, no stated cut-off is given here; in the data, active means inhibition above about 50%; inactive means the rest.

Under each structure: GPR55 beta-arrestin, HEK293 NOD2/NF-kB, GPR55 antagonists, Myeloid diff MLP GFP+ MAC1+ %, KOR beta-arrestin-1, KOR beta-arrestin-2, NOD1 NF-kB reporter, NTR1 agonist, T cell modulator vesicle-bound %, Myeloid diff MLP, NTR1 agonist cell count 20 µM, T cell modulator
Cc1cccc(NC(=O)NNC(=O)COc2ccc3ccccc3c2)c1
  0.0%, 3.1%, -18.4%, 0.0, 6.4%, -0.1%, -5.6%, -0.7, 15.3, i, 59, i
O=C(O)C1C2C=CC(C2)C1C(=O)N1CCOCC1 (stereo unspecified)
  0.8%, 3.6%, 10.2%, 5.6, 17.8%, -2.0%, -11.9%, -0.8, 4.1, i, 40, i
COCCNC(=O)C1CCC(=O)N1S(=O)(=O)c1ccc(C)cc1 (stereo unspecified)
  0.3%, 7.4%, 13.9%, 0.6, -3.8%, 1.5%, -0.8%, 0.8, 56.6, i, 51, i
Cc1ccc(NC(=O)c2cccs2)cc1NC(=O)c1cccnc1
  0.2%, 11.7%, 2.6%, 0.4, -21.3%, 3.5%, -4.1%, -0.2, 15.5, i, 29, i
NC(=NC(=O)c1ccccc1)N1N=CCC1c1ccccc1 (stereo unspecified)
  -0.1%, -7.5%, 1.9%, 0.3, -13.3%, 0.2%, -23.7%, -0.5, 54.8, i, 48, i
COc1ccc(Cl)cc1NC(=O)c1sc2nc(C)nc(N3CCOCC3)c2c1C
  -0.2%, 33.1%, -1.1%, 5.2, -9.6%, 1.1%, -20.5%, 1.5, 18.1, i, 55, i
COCCNC(=O)c1csc(Nc2cccc3ccccc23)n1
  -0.2%, 3.6%, 1.4%, 0.6, -11.4%, 9.1%, -17.1%, 6.0, 27.1, i, 53, i
COC(=O)/C(=C\Nc1ccc(Cl)cc1Cl)NC(=O)c1ccccc1
  -0.2%, -6.5%, 3.9%, /, 16.0%, -1.6%, -39.4%, 2.3, 15.0, /, 36, i
CS(=O)(=O)N(CC(=O)NCCSCc1cccc(Cl)c1)c1ccccc1F
  0.3%, 11.8%, -0.1%, 0.5, -18.7%[20 µM], 3.7%, -11.9%, 0.0, 51.9, i, 70, i
Cc1cccc(NC(=O)CN2C(=S)NC(C)(C)CC2C)c1C (stereo unspecified)
  0.2%, 6.3%, -7.0%, 0.6, -9.2%, 4.8%, -3.7%, -1.0, 51.6, i, 79, i
COC(=O)c1cc2occc2n1Cc1c(F)cccc1Cl
  0.7%, 2.3%, 0.0%, /, -4.6%, -4.3%, /, /, /, /, /, /
COc1ccc(C(N)=O)cc1NC(=O)CC(O)(C(F)(F)F)C(F)(F)F
  -0.1%, 10.1%, 8.3%, 1.9, 21.5%, -1.2%, /, 0.0, 17.2, i, 44, i
Cc1ccc(CNc2nnnn2C)cc1
  -0.1%, 3.9%, -3.3%, 0.2, -6.8%, 3.8%, -42.2%, -0.8, 16.6, i, 74, i
CCOC(=O)c1c(N)sc2c(OC)c(Br)ccc12
  -0.2%, 3.7%, -8.0%, 0.6, -59.8%, 7.3%, -20.3%, 2.6, 21.5, i, 54, i
Cc1nn(C(=O)Cn2ccc([N+](=O)[O-])n2)c(C)c1Cl
  0.0%, -0.1%, 6.6%, 0.7, 2.1%, -4.0%, -9.2%, -0.6, 63.3, i, 53, i
O=C(/C=C/c1ccccc1Cl)NCc1cccs1
  -0.2%, -56.0%, 1.4%, 0.7, 4.4%, 5.7%, -50.8%, -0.6, 50.8, i, 67, i
O=C(/C=C/c1cccc([N+](=O)[O-])c1)n1cnc2ccccc21
  0.6%, 14.7%, 5.7%, /, -1.5%, -2.5%, 33.7%, 16.2, /, ?, 87, /
CC(=O)Oc1ccc(-c2nc3c(C)cccc3c(=O)o2)cc1
  0.0%, 10.4%, 4.6%, 0.5, -42.0%[20 µM], 0.6%, -28.2%, 5.1, 33.0, i, 60, i
CCc1cc2c(=O)n(-c3ccc(Br)cc3)cnc2s1
  -0.2%, -32.3%, 8.6%, 1.3, -16.7%, 3.3%, -72.8%, -2.5, 14.5, i, 43, i
O=C(CSc1nnc(CNC(=O)c2ccc(F)cc2)o1)NCc1ccccc1Cl
  -0.1%, 18.4%, 7.9%, 0.8, 7.8%, 3.9%, -77.9%, 1.8, 27.6, i, 50, i
Cc1c(NC(=O)CCC2CCCCC2)cc(C(=O)N2CCOCC2)cc1[N+](=O)[O-]
  0.0%, 12.6%, 1.2%, 0.7, -12.2%, -0.5%, -19.2%, 1.4, 50.9, i, 61, i
Cc1ccc(NC(=S)N(CCN(C)C)C(C)c2ccco2)cc1Cl (stereo unspecified)
  0.0%, 13.3%, 8.7%, 0.7, 0.2%, -0.9%, 0.4%, 2.6, 49.6, i, 49, i
COC(=O)c1cc(S(=O)(=O)Nc2ccc(C)c(F)c2)c[nH]1
  -0.1%, 13.9%, 8.5%, 2.7, -8.0%[20 µM], -2.3%, 4.7%, -2.3, 2.6, i, 54, i
Cc1c(OC(C(=O)O)c2ccccc2)ccc2c(-c3ccccc3)cc(=O)oc12 (stereo unspecified)
  -0.1%, 35.8%, 60.1%, 0.4, 0.0%, 3.0%, 4.3%, 3.3, 39.2, i, 47, i
O=C(NCCCn1ccnc1)c1cc(Cl)cc(Cl)c1
  -0.1%, 6.3%, 2.6%, 0.6, -17.3%, -2.7%, -10.0%, -0.4, 43.8, i, 72, i
COc1cc(N=Nc2ccccc2C(=O)O)ccc1O
  -0.1%, 4.1%, -0.7%, 0.3, 31.9%, 1.0%, -7.8%, 1.8, 14.9, i, 78, i
CCc1ccc(N(C(=O)c2csnn2)C(C(=O)NCc2ccccc2)c2ccco2)cc1 (stereo unspecified)
  0.0%, -13.0%, /, 0.8, 11.2%, 5.0%, 16.1%, -1.8, 37.7, i, 75, i
Cc1ccc(CNC(=O)c2ccccc2NC(=O)CN2CC(C)OC(C)C2)cc1 (stereo unspecified)
  -0.1%, -11.0%, 0.8%, 0.4, -7.7%, -3.0%, 8.9%, 1.7, 26.1, i, 41, i
COc1ccc(CC(=O)N2CCOCC2)cc1
  0.2%, 12.3%, -13.4%, 0.8, -5.0%, 7.0%, -1.7%, 1.2, 20.4, i, 50, i
O=C(/C=C/c1ccco1)Nc1ccccc1N1CCCC1
  0.1%, 2.2%, 3.4%, 0.1, -31.7%, 2.5%, 25.2%, 0.5, 16.0, i, 86, i

The list goes on, overlapping the part above by three compounds.
Under each structure: GPR55 beta-arrestin, HEK293 NOD2/NF-kB, GPR55 antagonists, Myeloid diff MLP GFP+ MAC1+ %, KOR beta-arrestin-1, KOR beta-arrestin-2, NOD1 NF-kB reporter, NTR1 agonist, T cell modulator vesicle-bound %, Myeloid diff MLP, NTR1 agonist cell count 20 µM, T cell modulator
Cc1ccc(CNC(=O)c2ccccc2NC(=O)CN2CC(C)OC(C)C2)cc1 (stereo unspecified)
  -0.1%, -11.0%, 0.8%, 0.4, -7.7%, -3.0%, 8.9%, 1.7, 26.1, i, 41, i
COc1ccc(CC(=O)N2CCOCC2)cc1
  0.2%, 12.3%, -13.4%, 0.8, -5.0%, 7.0%, -1.7%, 1.2, 20.4, i, 50, i
O=C(/C=C/c1ccco1)Nc1ccccc1N1CCCC1
  0.1%, 2.2%, 3.4%, 0.1, -31.7%, 2.5%, 25.2%, 0.5, 16.0, i, 86, i
CC(c1ccccc1)N1C(=O)c2ccc(C(=O)Nc3ccc(Br)cc3C(=O)O)cc2C1=O (stereo unspecified)
  0.6%, 16.1%, 10.7%, 0.4, -23.9%, 8.7%, -41.7%, 14.8, 61.9, i, 47, i
FC(F)(F)c1cccc(OCCOCCn2cncn2)c1
  0.1%, 14.4%, 9.4%, 2.1, 14.9%, -2.4%, -7.1%, -1.8, 24.6, i, 45, i
O=C(c1ccc([N+](=O)[O-])cc1)N(Cc1ccc(Cl)cc1)N1C(=O)CCCC1=O
  -0.1%, 7.1%, 3.2%, 0.6, -278.5%, 5.66µM*, -2.7%, 21.7, 33.2, i, 84, i
CCOc1ccc(C(=O)NC(=S)Nc2ccc(NC(=O)c3ccco3)c(C)c2)cc1[N+](=O)[O-]
  -0.1%, 15.9%, 19.2%, 0.3, 5.1%, 0.8%, -24.8%, 2.1, 54.7, i, 59, i
CC1CC(C)(C)NC(=S)O1 (stereo unspecified)
  0.4%&0.9%, 11.1%&6.1%, 16.5%&12.4%, 0.2&0.6, 22.9%, 0.2%&-10.8%, 1.1%&-20.8%, 0.2&0.3, 54.7&39.3, i, 84&70, i
COc1ccccc1CC(=O)NC1CC1
  -0.1%, 0.5%, 1.0%, 0.6, -8.8%, -4.1%, -10.2%, -0.6, 58.7, i, 52, i
CCn1cnc2c1c(=O)n(CC(=O)Nc1cc(C)on1)c(=O)n2Cc1ccccc1
  -0.1%, 7.7%, 4.7%, 5.6, -2.5%, -6.1%, 0.0%, -0.9, 17.0, i, 51, i
Cc1ccc(NC(=O)/C(=C\c2cccc(Br)c2)NC(=O)c2ccco2)cc1
  -0.2%, 10.7%, 19.6%, 15.3, 20.6%, 0.3%, -2.9%, 0.5, 24.0, i, 67, i
Cc1cccnc1NC(=S)NC(=O)/C=C/c1ccco1
  -0.1%, -18.3%, 12.9%, 1.0, 0.2%, -0.2%, 0.2%, 0.3, 33.9, i, 54, i

Bioassay records from PubChem BioAssay.

A portion of the library (hit frequency here may not be typical).
